Insulin prom inh = inhibitors of insulin promoter-driven GFP, primary screen, imaging, TRM-6 cells (human fetal islet line), eGFP reporter, cell count. reporter expression induced with tamoxifen. inhibition, % at 2 µM. 130,000 tested, 0.9% active. AID 1273, 2008;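 active = inhibition above the mean plus 3 SD, with well images judged a real hit on visual review, cut at about 60% in these data, passing the limit was not always enough; inconclusive = inhibition over the cutoff but images rejected on review; inactive = inhibition not above the cutoff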
SDO1 yeast rescue = growth rescue of sdo1-depleted yeast, primary screen, S. cerevisiae, bone marrow failure model; S. cerevisiae sdo1-depleted JHY4D growth rescue, OD600 30 h; active compounds read high; pdr5 snq2 efflux-pump mutant strain; z-score at 10 µM; AID 817, 2007; 140,000 tested, 0.21% active;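 active = z-score above 3 at both the 24 hr and the 30 hr optical density reads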;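 also: z-score against mean and SD of all compound wells on the same plate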
SDO1 yeast rescue Rescue 24 h = second read-out of SDO1 yeast rescue, no call of its own (marks repeat the call); z-score; S. cerevisiae sdo1-depleted JHY4D growth rescue, OD600; measured here: growth rescue at 24 h;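 0 is the plate mean of compound wells and units are plate SD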
* hit, by the source's call; u = inconclusive; x = no result given; [ ] = remark or other dose.

> CN(C)S(=O)(=O)c1cc(NC(=O)COC(=O)Cc2ccc(Br)cc2)ccc1Cl
  Insulin prom inh = 0.0 | SDO1 yeast rescue = -0.51 | SDO1 yeast rescue Rescue 24 h = -0.83

> Cc1ccccc1-c1nnc(-c2ccccc2C)o1
  Insulin prom inh = 31.2 | SDO1 yeast rescue = -0.86 | SDO1 yeast rescue Rescue 24 h = 0.26

> CCOc1ccc(OCC)c(S(=O)(=O)N2CCCCC2C)c1 (stereo not given)
  Insulin prom inh = -38.9 | SDO1 yeast rescue = -0.97 | SDO1 yeast rescue Rescue 24 h = 0.27

> C[C@H](NS(=O)(=O)c1ccccc1F)C(=O)OCC(=O)N1CCc2ccccc21
  Insulin prom inh = 35.7 | SDO1 yeast rescue = 0.72 | SDO1 yeast rescue Rescue 24 h = 1.56

> COC(=O)c1ccc(Nc2cc(C)nc3ncnn23)cc1
  Insulin prom inh = x | SDO1 yeast rescue = 0.72 | SDO1 yeast rescue Rescue 24 h = 0.83

> Cn1c(N)c(C(=O)COC(=O)c2cc(S(=O)(=O)N3CCCCC3)ccc2Cl)c(=O)n(C)c1=O
  Insulin prom inh = 7.7 | SDO1 yeast rescue = 0.28 | SDO1 yeast rescue Rescue 24 h = 0.17

> Cn1cccc1Cc1nnc(SCC(=O)N2CCOCC2)n1CCc1ccccc1
  Insulin prom inh = x | SDO1 yeast rescue = 0.63 | SDO1 yeast rescue Rescue 24 h = 0.07

> CC(NC(=O)c1ccc(N)cc1)c1ccccc1 (stereo not given)
  Insulin prom inh = 57.9 | SDO1 yeast rescue = x | SDO1 yeast rescue Rescue 24 h = x

> O=C(N/N=C/c1c(Cl)cccc1Cl)c1ccccc1F
  Insulin prom inh = -35.7 | SDO1 yeast rescue = 0.35 | SDO1 yeast rescue Rescue 24 h = 0.99

> COC(=O)c1ccc(C(=O)OC)c(NC(=O)COC(=O)C23CC4CC(CC(O)(C4)C2)C3)c1
  Insulin prom inh = 28.6 | SDO1 yeast rescue = 0.33 | SDO1 yeast rescue Rescue 24 h = 0.75

> COc1ccc(OCC(=O)Nc2ccc(N3CCOCC3)cc2)c([N+](=O)[O-])c1
  Insulin prom inh = -16.7 | SDO1 yeast rescue = x | SDO1 yeast rescue Rescue 24 h = x

> O=C(Nn1cnnc1)c1cc2c(s1)CCCCC2
  Insulin prom inh = u | SDO1 yeast rescue = -0.11 | SDO1 yeast rescue Rescue 24 h = -0.64

> S=C1NCCNC(=S)NCCOCCOCCOCCN1
  Insulin prom inh = 25.6 | SDO1 yeast rescue = x | SDO1 yeast rescue Rescue 24 h = x

> c1ccc(-c2nnc(OCCN3CCOCC3)c3ccccc23)cc1
  Insulin prom inh = -2.7 | SDO1 yeast rescue = -0.29 | SDO1 yeast rescue Rescue 24 h = -0.21

> COc1cccc(C2(O)CCN(C(=O)c3cccs3)CC2)c1
  Insulin prom inh = -15.6 | SDO1 yeast rescue = 0.31 | SDO1 yeast rescue Rescue 24 h = -0.09

6 entries picked at random from those above:
> COc1cccc(C2(O)CCN(C(=O)c3cccs3)CC2)c1
  Insulin prom inh = -15.6 | SDO1 yeast rescue = 0.31 | SDO1 yeast rescue Rescue 24 h = -0.09

> Cn1cccc1Cc1nnc(SCC(=O)N2CCOCC2)n1CCc1ccccc1
  Insulin prom inh = x | SDO1 yeast rescue = 0.63 | SDO1 yeast rescue Rescue 24 h = 0.07

> COC(=O)c1ccc(C(=O)OC)c(NC(=O)COC(=O)C23CC4CC(CC(O)(C4)C2)C3)c1
  Insulin prom inh = 28.6 | SDO1 yeast rescue = 0.33 | SDO1 yeast rescue Rescue 24 h = 0.75

> COC(=O)c1ccc(Nc2cc(C)nc3ncnn23)cc1
  Insulin prom inh = x | SDO1 yeast rescue = 0.72 | SDO1 yeast rescue Rescue 24 h = 0.83

> CN(C)S(=O)(=O)c1cc(NC(=O)COC(=O)Cc2ccc(Br)cc2)ccc1Cl
  Insulin prom inh = 0.0 | SDO1 yeast rescue = -0.51 | SDO1 yeast rescue Rescue 24 h = -0.83

> S=C1NCCNC(=S)NCCOCCOCCOCCN1
  Insulin prom inh = 25.6 | SDO1 yeast rescue = x | SDO1 yeast rescue Rescue 24 h = x

Remaining list, next part.
> Cc1ccc(C(O)P(=O)(OC2CCCCC2)OC2CCCCC2)cc1 (stereo not given)
  Insulin prom inh = -50.0 | SDO1 yeast rescue = -1.1 | SDO1 yeast rescue Rescue 24 h = -0.67

> CCOc1ccccc1OCCNC1CCCC1
  Insulin prom inh = -21.4 | SDO1 yeast rescue = 0.32 | SDO1 yeast rescue Rescue 24 h = 0.16

> O=C(Nc1cccn(Cc2ccc(F)cc2)c1=O)NC1CCCCC1
  Insulin prom inh = -34.3 | SDO1 yeast rescue = -1.94 | SDO1 yeast rescue Rescue 24 h = -0.53

> COc1ccc(C2C(C(C)=O)=C(O)C(=O)N2c2cccnc2)cc1OC (stereo not given)
  Insulin prom inh = -44.4 | SDO1 yeast rescue = -0.52 | SDO1 yeast rescue Rescue 24 h = -0.12

> CCc1nnc(NC(=O)c2csc3c2CCC(C)C3)s1 (stereo not given)
  Insulin prom inh = 20.0 | SDO1 yeast rescue = x | SDO1 yeast rescue Rescue 24 h = x

> COc1ccc(N2CCN(C(=O)CCc3c[nH]c4ccccc34)CC2)cc1
  Insulin prom inh = 18.2 | SDO1 yeast rescue = x | SDO1 yeast rescue Rescue 24 h = x

> CCn1cc(CNC(=O)c2cc(-c3cc(OC)ccc3OC)nc3ccccc23)c(C)n1
  Insulin prom inh = 43.2 | SDO1 yeast rescue = 0.8 | SDO1 yeast rescue Rescue 24 h = 1.13

> CCN(CC)S(=O)(=O)c1ccc(/C(O)=C(\C#N)c2nc3ccccc3n2C)cc1
  Insulin prom inh = x | SDO1 yeast rescue = -0.78 | SDO1 yeast rescue Rescue 24 h = -0.85

> Cc1cc(C(C)(C)C)cc(S(=O)(=O)NCCO)c1C
  Insulin prom inh = 2.9 | SDO1 yeast rescue = 0.2 | SDO1 yeast rescue Rescue 24 h = -0.18

> C=CCC1C=C(Cc2ccccc2)CC(CC=C)N1 (stereo not given)
  Insulin prom inh = -253.8 | SDO1 yeast rescue = x | SDO1 yeast rescue Rescue 24 h = x

> COc1cccc(N2C(=O)CC(c3c[nH]c4ccccc34)C2=O)c1 (stereo not given)
  Insulin prom inh = 38.5 | SDO1 yeast rescue = 0.11 | SDO1 yeast rescue Rescue 24 h = -0.41

> Cc1ccc(C(=O)Nc2ccc3c(c2)OCO3)cc1S(=O)(=O)N1CCCCC1
  Insulin prom inh = 25.0 | SDO1 yeast rescue = -0.74 | SDO1 yeast rescue Rescue 24 h = -0.76

> Cc1ccc(O)c(C2=NNC(O)(C(F)(F)F)C2)c1 (stereo not given)
  Insulin prom inh = -3.1 | SDO1 yeast rescue = -0.26 | SDO1 yeast rescue Rescue 24 h = 0.04

> Cc1cc([N+](=O)[O-])nn1CC(=O)NNC(=S)Nc1ccc(F)cc1
  Insulin prom inh = -14.3 | SDO1 yeast rescue = 1.63 | SDO1 yeast rescue Rescue 24 h = 0.86

> COc1ccc(C2CC(=O)C(C=NCCCN3CCOCC3)=C(O)C2)cc1 (stereo not given)
  Insulin prom inh = 10.8 | SDO1 yeast rescue = 0.32 | SDO1 yeast rescue Rescue 24 h = 0.28

The final four entries of the part above are carried over, then new ones follow:
Values in the order – Insulin prom inh, SDO1 yeast rescue, SDO1 yeast rescue Rescue 24 h
> Cc1ccc(C(=O)Nc2ccc3c(c2)OCO3)cc1S(=O)(=O)N1CCCCC1
→ 25.0, -0.74, -0.76
> Cc1ccc(O)c(C2=NNC(O)(C(F)(F)F)C2)c1 (stereo not given)
→ -3.1, -0.26, 0.04
> Cc1cc([N+](=O)[O-])nn1CC(=O)NNC(=S)Nc1ccc(F)cc1
→ -14.3, 1.63, 0.86
> COc1ccc(C2CC(=O)C(C=NCCCN3CCOCC3)=C(O)C2)cc1 (stereo not given)
→ 10.8, 0.32, 0.28
> Cc1ccc(CNC(=O)CSCc2cccc(F)c2)cc1
→ 35.0, x, x
> CC1CN(S(=O)(=O)c2cccc(-c3cn4ccccc4n3)c2)CC(C)O1 (stereo not given)
→ x, -0.15, 0.02
> CCCn1nnc(NC(=O)c2ccc(F)cc2)n1
→ 30.6, 0.48, -0.29
> COc1ccc(N=C(C)C2=C(O)COC2=O)cc1
→ x, 1.23, 1.58
> CCn1ncc(/C=C/C(=O)Nc2c(C)nn(Cc3ccc(Cl)cc3Cl)c2C)c1C
→ x, 0.3, 1.03
> O=C(NCCc1ccccc1)C(NS(=O)(=O)c1cccc2nsnc12)c1ccccc1 (stereo not given)
→ -66.7, -0.35, 0.21
> Cc1nc(SCC(=O)c2ccc(Cl)s2)c2oc3ccccc3c2n1
→ x, -1.16, -0.1
> COc1ccc(-c2csc(C3=C(O)CN(Cc4ccc(Cl)cc4)C3=N)n2)cc1OC
→ -23.3, -0.8, -0.62
> CCOC(=O)NC1(NC2CCCCC2)Oc2ccccc2O1
→ x, -0.93, -1.06
> Cn1c(C(=O)O)c(CC(=O)Nc2ccc3c(c2)OCCO3)c2ccccc21
→ 15.4, -0.6, -0.71
> C=CCn1c(-c2ccc(OC)cc2)csc1=Nc1c(C)n(C)n(-c2ccccc2)c1=O
→ 25.4, -0.71, -0.89
> Cc1ccc(Cl)cc1NC(=O)CC(O)(C(F)(F)F)C(F)(F)F
→ -280.9, -1.21, -0.92
> CCc1cc(=O)oc2cc(C)cc(OC(=O)c3ccco3)c12
→ -25.0, 0.3, 0.22
> COC(=O)COc1ccc(S(=O)(=O)NCCC2=CCCCC2)cc1C
→ -9.4, 0.23, 0.51
> Cc1cccc2cc(CN(CC3CCCO3)C(=O)c3ccco3)c(=O)[nH]c12 (stereo not given)
→ -109.1, 0.05, 0.47
> COc1ccc(/C=N/NC(=O)Nc2cccc3nsnc23)cc1OC
→ 48.1, 1.42, 1.79
> COc1ccc(CNC(=O)C2CCCN2C(=O)NC2CCCCC2)cc1 (stereo not given)
→ -33.3, 1.02, 1.13
> N=C(N)SCc1nc2ccccn2c1Br
→ 21.4, 0.36, -0.25
> COC(=O)C(C)N(C#N)c1nc(C)nc(C)n1 (stereo not given)
→ x, 0.08, -0.66
> O=c1[nH]nc2n1CCCCC2
→ 23.1, 1.59, 2.41
> O=[N+]([O-])c1ccc(O)c(NC(=S)Nc2ccccc2)c1
→ -31.0, -0.27, -0.46
> Cc1nc2ccc(NC(=O)N3CCOCC3)cc2s1
→ -13.8, 0.95, 0.02
> COc1ccc(N2C(=S)NC3N2C(=S)NC3(C)c2ccccc2)cc1 (stereo not given)
→ -22.2, x, x
> CCOCCCNC(=O)c1cn(CC(C)C)c(=O)c2cc(OC)c(OC)cc12
→ u, 0.1, 0.35
> CCN(CC)S(=O)(=O)c1cccc(C(=O)OCC(=O)Nc2ccc3c(c2)c2ccccc2n3CC)c1
→ -40.0, -0.23, 0.59
> Cc1ccc(S(=O)(=O)NCC(=O)NC2CCCC2)cc1
→ x, -0.46[14.4 µM], -1.5
> CCOc1ccc(-c2noc(CCC(N)=O)n2)cc1OCC
→ -48.1, 1.36, 1.74
> CCCSc1ncnc2sc(C)c(C)c12
→ 3.7, x, x

A stretch from the list above, for reference:
Values in the order – Insulin prom inh, SDO1 yeast rescue, SDO1 yeast rescue Rescue 24 h
> Cc1ccc(CNC(=O)CSCc2cccc(F)c2)cc1
→ 35.0, x, x
> CC1CN(S(=O)(=O)c2cccc(-c3cn4ccccc4n3)c2)CC(C)O1 (stereo not given)
→ x, -0.15, 0.02
> CCCn1nnc(NC(=O)c2ccc(F)cc2)n1
→ 30.6, 0.48, -0.29
> COc1ccc(N=C(C)C2=C(O)COC2=O)cc1
→ x, 1.23, 1.58

Screening data: PubChem, several laboratories
